Screening data from PubChem BioAssay.
Insulin prom inh – TRM-6 insulin promoter activity inhibition | TRM-6 cells (human fetal islet line), insulin promoter-eGFP reporter, imaging; reporter expression induced with tamoxifen | inhibition, % at 2 µM | 130,000 compounds, 0.9% hits;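 active = inhibition above the mean plus 3 SD, with well images judged a real hit on visual review, cut at about 60% in these data, passing the limit was not always enough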
sdo1 growth – sdo1-depleted yeast growth rescue | S. cerevisiae sdo1-depleted JHY4D growth rescue, OD600 30 h; stronger effect = higher value; pdr5 snq2 efflux-pump mutant strain | z-score at 10 µM | 140,000 compounds, 0.21% hits;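 active = z-score above 3 at both the 24 hr and the 30 hr optical density reads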;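 also: z-score against mean and SD of all compound wells on the same plate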
sdo1 growth Rescue 24 h – further read-out of sdo1 growth, marked with its call; z-score; S. cerevisiae sdo1-depleted JHY4D growth rescue, OD600; measured here: growth rescue at 24 h;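 0 is the plate mean of compound wells and units are plate SD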
The depositor's hits bear a star; . = not tested or not shown.

entry	Structure	Insulin prom inh	sdo1 growth	sdo1 growth Rescue 24 h
1	COC(=O)C1CC(O)CN1C(=O)Nc1cccc(C(F)(F)F)c1 (configuration not stated)	0	.	.
2	Cc1c(/C=N/NC(=O)C(C)(C)Oc2ccc(Cl)cc2)cnn1C	39	1.7	2
3	COc1ccc(NC(=O)/C=C/C(=O)O)cc1Cl	5	0.62	-0.12
4	CC1=N/C(=C\c2ccc([N+](=O)[O-])cc2)C(=O)N1c1ccc(Br)c(C)c1	-13	-0.07	0.58
5	CCCc1nc2ccccc2n1CCOc1ccccc1	25	-1.6	-1.6
6	Cn1c2c(c(=O)n(C)c1=O)CN(Cc1ccc(F)cc1)CN2	.	1.2	1.9
7	O=C1NC(c2cc3c(cc2Cl)OCO3)Oc2ccccc21 (configuration not stated)	45	-0.7	-0.51
8	COc1ccc2oc(C(=O)OCC(=O)NCCN3C(=O)CSC3=O)c(C)c2c1	.	1.2	1.2
9	COc1ccc(CNC(=O)c2noc3c2CCCC3)cc1	.	0.51	0.82
10	CCCN(CCC)Cc1cc2ccccc2c2c1COC2	8	0.16	-0.69
11	O=C(Nc1ccccn1)c1ccc(COc2ccccc2Cl)o1	12	-0.85	-0.52
12	COC(=O)C1C(=O)C2=C(CC1C)NC(=O)CC2c1ccccc1 (configuration not stated)	24	0.85	1
13	COc1ccc2oc(=O)c(C(=O)NCc3ccc4c(c3)OCO4)cc2c1	12	-1	-0.31
14	CN(C(=S)NC(=O)c1ccc(Br)o1)c1ccccc1	42	-0.18	-1
15	O=C(NC1CCCc2ccccc21)C(Cc1ccccc1)NS(=O)(=O)c1cccs1 (configuration not stated)	-59	-0.84	-0.88
16	CCCCCCNc1cc2n(c(=O)n1)CCc1cc(OC)c(OC)cc1-2	27	-0.28	-0.65
17	Cc1ccc(NC2=C(Cl)C(=O)OC2OC(=O)c2ccco2)cc1 (configuration not stated)	3	0.5	0.89
18	Cc1ccc(-c2nnn(CC(=O)N(Cc3ccco3)C(C(=O)NC3CCCC3)c3cccs3)n2)o1 (configuration not stated)	-144	-0.79	0.5
19	CCn1cc([N+](=O)[O-])c(C(=O)N2N=C(c3ccc4ccccc4c3)CC2c2cc(Br)ccc2O)n1 (configuration not stated)	-63	-1.1	0.26
20	CC1=CC2=NC(=O)/C(=C\c3cccn3CCOc3ccc(C)c(C)c3)C(=N)N2O1	.	-0.86	-0.6
21	COc1ccc(NC(=O)CN(C)CC(=O)Nc2ccccc2SC)cc1Cl	.	-0.42	-1
22	CCOC(=O)c1sc(NC(C)=O)cc1C	0	0.78	0.89
23	Cc1cc(C)c2nc(C(F)(F)F)c(C#N)c(N)c2c1	5	-2.2	-1.6
24	CCOC(=O)N1CCN(C(=O)COc2cccc3c2CCN(Cc2ccccc2F)C3=O)CC1	-24	-0.4	-0.7
25	CCN(CC)C(=O)CSc1nnc(-c2ccccc2)o1	-35	1.5	1.5
26	COc1ccc(-n2c(C)nc3cc(C(=O)NCc4ccc5c(c4)OCO5)ccc32)cc1	32	-0.65	-0.83
27	Cc1ccc(-c2noc(CCC(=O)NC3CCN(Cc4ccccc4)CC3)n2)cc1	-16	1.3	1.9
28	CCCC1S/C(=N/N=C/c2ccc(OC)cc2)N(Cc2ccccc2)C1=O (configuration not stated)	71	-0.83	0.27
29	Cc1cc(NC(=O)CN2CCN(S(=O)(=O)c3ccc4ccccc4c3)CC2)no1	-11	0.3	1.2
30	COc1cc2c3c(c1)c(C1=NC(=S)NC1=O)c(O)n3C(C)(C)C=C2C	6	-0.6	-0.04
31	COc1ccc(CCNS(=O)(=O)c2cn(C)c(=O)n(C)c2=O)cc1	.	0.56	0.25
32	CCCC12CN3CC(C)(CN(C1)C3c1ccc(OC(C)C)cc1)C2=O (configuration not stated)	31	0.92	1.1
33	Cn1c(=O)c2c(nc(SCc3ccccc3)n2Cc2ccc(Cl)cc2)n(C)c1=O	-273	-0.51	-0.54
34	COC(=O)CS(=O)(=O)c1cccc2cccnc12	-49	.	.
35	COc1cc(/C=C/C(=O)N2CCN(c3n[nH]c(=O)[nH]c3=O)CC2)cc(OC)c1OC	-9	.	.
36	Cc1c(C(=O)N2CCCC2)sc(NC(=O)c2ccc(Cl)cc2)c1C#N	-151	-0.79	-1.1
37	Cc1ccc(-n2c(N)c(C#N)c(-c3ccc(Cl)cc3)c(C#N)c2=O)cc1	12	0.33	0.4
38	COc1ccccc1N1CC(C(=O)Nc2ccc3c(c2)OCO3)CC1=O (configuration not stated)	-36	.	.
39	COc1cc(OC)cc(C(=O)Nc2ccc3c(c2)COC3=O)c1	-150	0.5	0.02
40	COc1ccc(NC(=O)C2CCCN2C(=O)NCc2ccccc2)cc1 (configuration not stated)	13	.	.
41	Fc1cccc2sc(Nc3nc4c(F)cccc4s3)nc12	52	0.5	0.16
42	COc1ccc(C2C(=O)N(C3CCCCC3)CC(=O)N2CC2COc3ccccc3O2)cc1 (configuration not stated)	.	-0.96	-1.1
43	Cc1cc(/C=C2\C(=N)N3N=C(C(C)C)SC3=NC2=O)c(C)n1-c1ccccc1	44	.	.
44	Cc1cc(C)nc(/N=C(\N)N2CCc3ccccc32)n1	25	.	.
45	CCOc1ccccc1C(=O)NCCCN1CCN(CCCNC(=O)c2ccccc2OCC)CC1	.	0.41	0.52
46	Cc1ccc(Cl)cc1N1CCN(C(=O)CCC(=O)O)CC1	.	0.58	0.76
47	O=C(O)/C=C/C(=O)Nc1ccc(OC(F)(F)Cl)cc1	18	.	.
48	COc1ccc(NC(=O)Nc2cc(C)ccc2F)cc1	0	-0.38	-0.76
49	O=C(NCc1ccc(Cl)cc1)NCc1ccc(Cl)cc1	29	.	.
50	COc1ccc(-n2c(Cc3cccn3C)nnc2SCC(=O)NCc2ccccc2Cl)cc1	.	-0.56	-0.97
51	Cc1ccc(NC(=O)c2nc(C)n(-c3ccc([N+](=O)[O-])cc3)n2)cc1	0	-0.07	0.17
52	c1ccc(C2CCC3(CC2)Oc2ccccc2C2CC(c4cccnc4)=NN23)cc1 (configuration not stated)	-34	1.4	0.36
53	O=C(c1ccco1)N1CCN(C(=O)C2CCN(S(=O)(=O)c3cnc[nH]3)CC2)CC1	.	0.97	0.62
54	Cc1cnn(-c2nc(-c3cccs3)cc(C(F)(F)F)n2)c1	.	-1.4	-1.3
55	CCOC(=O)CN1C(=O)C(O)(CC(=O)c2ccccn2)c2ccccc21 (configuration not stated)	.	-0.04	-0.61
56	O=c1[nH]nnc2sc3c(c12)CCCC3	40	-0.05	-0.66
57	COc1ccc(CCNC(=O)C2CC(c3c(Cl)cccc3Cl)=NO2)cc1 (configuration not stated)	16	-0.43	-0.15
58	Cc1cc(C)nc(-n2nc(C)c(C3(O)C(=O)Nc4ccccc43)c2N)n1 (configuration not stated)	32	0.86	0.68
59	N#Cc1c(N)nc2c(c1-c1cccs1)CCCC2	.	-0.15	-0.2
60	COc1ccc(/C=N/NC(=O)c2ccc(Cl)cc2)cc1Cn1cc(Cl)cn1	6	0.56	-0.17

The list continues:
entry	Structure	Insulin prom inh	sdo1 growth	sdo1 growth Rescue 24 h
61	Cc1cc(C)n2nc(C(=O)OCCOc3ccc(Br)cc3)nc2n1	.	0.98	0.15
62	COc1cc(CNC2CCCC2)c(Br)cc1OC1CCCC1	-40	.	.
63	COC(=O)c1cc(N2CCN(C)CC2)nc2ccccc12	-22	.	.
64	CCOCc1nnc(NC(=O)c2cc(OC)cc(OC)c2)s1	33	.	.
65	Cc1cnc(C(=O)Nc2nnc(SCc3c(Cl)cccc3Cl)s2)cn1	33	-2	-1.7
66	CC(=O)Nc1ccc(OC(F)(F)C(F)F)c(NC(C)=O)c1	-3	0.29	-0.12
67	Cc1onc(-c2ccccc2)c1C(=O)NCCN1CCOCC1	3	0.03	-0.15
68	CC1CC(C)(C)NC(=S)N1CCC(=O)N1c2ccccc2CC1C (configuration not stated)	20	.	.
69	CSc1nnc(Nc2ccccc2C)s1	.	-0.06	-0.03
70	Cc1cc(C)n(-c2nc3ccccc3s2)n1	-7	.	.
71	Cc1cccc(NC(=S)NNC(=S)NCc2ccccc2)c1	31	-0.74	-0.88
72	O=C(Nc1ccccc1)c1ccccc1N=Cc1ccccc1O	27	0.38	-0.78
73	CCc1ncc(C(O)c2cccc(OC)c2OC)n1C (configuration not stated)	-15	1.1	0.25
74	Oc1ccc(/C=N/NC(=S)Nc2cccnc2)c(O)c1	15	0.6	0.46
75	CC(CC(=O)Nc1nncs1)c1ccccc1 (configuration not stated)	0	0.88	0.63
76	c1ccc(-c2ccccc2-c2nc(-c3cccnc3)no2)cc1	13	-1.6	-1.2
77	CCOc1ccccc1Nc1nnc(SCC(=O)NC(=O)c2cccn2C)s1	6	-0.15	0.05
78	O=C(NCc1ccc2c(c1)OCO2)c1cccc(C(=O)NCc2ccc3c(c2)OCO3)c1	67	0.58	0.59
79	CC(=O)c1ccc(N=C2SCCCN2C(=O)C2CCCCC2)cc1	0	.	.
80	Cc1cccc(-n2nc(C)cc2N)c1	-14	-0.49	-0.8
81	CCCOC(=S)NC(=O)c1sc2ccccc2c1Cl	7	1	0.4
82	CC(=O)N(Cc1cccs1)Cc1cc2ccc(C)c(C)c2nc1Cl	27	.	.
83	CCCOC(=O)c1ccc(NC(=O)c2c(Cl)ccc(Cl)c2OC)cc1	-6	-0.88	-0.15
84	Cc1ccc(C)c(NC(=O)CSc2nnc3n2CCCCC3)c1	.	0.65	0.48
85	CCCNC(=O)CS(=O)(=O)Cc1nc(-c2ccccc2C)oc1C	.	0.05	0.03
86	COc1cc(/C=N/NC(=O)c2cccnc2)ccc1OS(=O)(=O)c1cc(C)ccc1C	16	0.17	0.43
87	CN1CCN(c2oc(-c3ccco3)nc2S(=O)(=O)c2ccccc2)CC1	.	0.34	-0.31
88	CC1Cc2ccccc2N1CC(=O)Nc1ccc(Cl)c(S(=O)(=O)N(C)C)c1 (configuration not stated)	0	.	.
89	CCOc1ccc(C(O)c2nccn2Cc2ccccc2)cc1 (configuration not stated)	-40	-0.12	-1.1
90	CCc1ccccc1NC(=O)C1NC(=O)CC1c1ccccc1 (configuration not stated)	.	0.48	1.8
91	Cc1ccc2c(c1)C1CN(C)CCC1N2C(=O)c1ccccc1NS(=O)(=O)c1ccc(F)cc1 (configuration not stated)	.	-0.54	-0.93
92	CCOC(=O)N1CCN(C(=O)c2cc(S(=O)(=O)N3CCCC3)cn2C)CC1	.	1.3	1.3
93	CC(C)CN(CC(C)C)C(=O)C12CCC(C)(C(=O)C1)C2(C)C (configuration not stated)	16	-1	-0.84
94	Cc1cc(C(=O)CN(Cc2ccc(F)cc2)S(=O)(=O)c2ccc3c(c2)OCCO3)c(C)n1C	29	0.2	0.66
95	O=C(C[N+]1(CC#Cc2ccccc2)CCCCC1)c1ccccc1	40	.	.
96	CC(C)COC(=O)/C(C#N)=C/c1cn(Cc2ccccc2)c2ccccc12	.	0.85	1.6
97	Cc1cccc(NS(=O)(=O)c2cc(NC(=O)CC(=O)c3ccc([N+](=O)[O-])cc3)ccc2C)c1	18	.	.
98	O=C(C1CCN(S(=O)(=O)c2cccc3nsnc23)CC1)N1CCN(c2ccccc2F)CC1	33	0.01	-0.71
99	CC1(C(=O)Oc2ccccc2)Cc2ccccc2C(=O)O1 (configuration not stated)	7	.	.
100	CCOC(=O)[C@H](CCc1ccccc1)N[C@@H](C)C(=O)N1CCC[C@H]1C(=O)O	67*	0.6	-0.22
101	CCCCN(c1ccccc1)S(=O)(=O)N(C)C	-30	.	.
102	O=C(CSc1nnc(-c2ccccn2)n1Cc1ccco1)Nc1ccc2c(c1)OCO2	-11	-1.1	-0.8
103	CC(=O)N1CCN(C2=NC(=O)C(=C3CCCCC3)S2)CC1	-11	0.44	-0.12
104	CC(=O)Nc1c(O)n(C)c2ccccc12	.	-0.69	-0.24
105	CC1=C(C(=O)OC(C)C)C(c2c[nH]c3ccccc23)n2ncnc2N1 (configuration not stated)	.	-0.97	-1.5

An excerpt from above in order of length of the SMILES, lowest first:
entry	Structure	Insulin prom inh	sdo1 growth	sdo1 growth Rescue 24 h
25	CCN(CC)C(=O)CSc1nnc(-c2ccccc2)o1	-35	1.5	1.5
63	COC(=O)c1cc(N2CCN(C)CC2)nc2ccccc12	-22	.	.
46	Cc1ccc(Cl)cc1N1CCN(C(=O)CCC(=O)O)CC1	.	0.58	0.76
28	CCCC1S/C(=N/N=C/c2ccc(OC)cc2)N(Cc2ccccc2)C1=O (configuration not stated)	71	-0.83	0.27
53	O=C(c1ccco1)N1CCN(C(=O)C2CCN(S(=O)(=O)c3cnc[nH]3)CC2)CC1	.	0.97	0.62

By substructure, the compounds so far containing a thiophene ring, fused or not (9)
entry	Structure	Insulin prom inh	sdo1 growth	sdo1 growth Rescue 24 h
15	O=C(NC1CCCc2ccccc21)C(Cc1ccccc1)NS(=O)(=O)c1cccs1 (configuration not stated)	-59	-0.84	-0.88
18	Cc1ccc(-c2nnn(CC(=O)N(Cc3ccco3)C(C(=O)NC3CCCC3)c3cccs3)n2)o1 (configuration not stated)	-144	-0.79	0.5
22	CCOC(=O)c1sc(NC(C)=O)cc1C	0	0.78	0.89
36	Cc1c(C(=O)N2CCCC2)sc(NC(=O)c2ccc(Cl)cc2)c1C#N	-151	-0.79	-1.1
54	Cc1cnn(-c2nc(-c3cccs3)cc(C(F)(F)F)n2)c1	.	-1.4	-1.3
56	O=c1[nH]nnc2sc3c(c12)CCCC3	40	-0.05	-0.66
59	N#Cc1c(N)nc2c(c1-c1cccs1)CCCC2	.	-0.15	-0.2
81	CCCOC(=S)NC(=O)c1sc2ccccc2c1Cl	7	1	0.4
82	CC(=O)N(Cc1cccs1)Cc1cc2ccc(C)c(C)c2nc1Cl	27	.	.
